# High-throughput results (PubChem BioAssay)
# Lung fibro prol – blocks proliferation of human lung fibroblasts | AID 719 | hit rate 1.1% among 85,000 | LL 47 human lung fibroblast viability, ATP luminescence; hits give low values | viability, % at 10 µM;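 active = viability at or below 50% in the single dose screen; inactive = viability above 50%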;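 also: compound exposure lasted 72 h before the ATP readout; 100% = median luminescence of untreated cell-only wells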
#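 Material: human lung fibroblast line LL 47, low passage; Evaluation: viability percentage against median untreated-cell control; Buffer or medium: 15% FBS in IMEM; Incubation: 72 h compound exposure at 37 °C after overnight plating; Dosing: 0.1% DMSO in all compound wells; Measured by: CellTiter-Glo luminescence.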
# S1P2 agonist – S1P2 (human) receptor agonism. O95136. S1P2-expressing cell line, agonist reporter read-out. activation, % at 4.5 µM. hit rate 0.46% among 97,000. AID 729; in the data active = activation above about 16%;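 also: 0% = vehicle low control and 100% = maximal reference agonist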
# Target sequence (O95136 whole entry, looked up): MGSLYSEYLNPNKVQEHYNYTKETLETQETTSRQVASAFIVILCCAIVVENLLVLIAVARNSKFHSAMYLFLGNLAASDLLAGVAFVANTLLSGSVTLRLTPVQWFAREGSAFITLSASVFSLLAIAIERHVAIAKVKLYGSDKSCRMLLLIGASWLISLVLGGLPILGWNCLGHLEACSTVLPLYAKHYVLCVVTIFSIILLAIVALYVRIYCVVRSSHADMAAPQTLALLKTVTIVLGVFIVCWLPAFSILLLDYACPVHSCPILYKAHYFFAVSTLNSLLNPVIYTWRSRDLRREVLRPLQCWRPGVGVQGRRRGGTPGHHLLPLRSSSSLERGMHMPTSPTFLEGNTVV
# H69AR inhibit – growth inhibitors of human H69AR lung tumor cells. H69AR lung tumor viability, ATP luminescence, 72 h; hits give low values. viability, % at 10 µM. hit rate 6% among 85,000. AID 598;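 active = viability at or below 40%; inactive = viability above 40%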;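 also: multidrug resistant small cell line overexpressing MRP-1 efflux transporter; 100% = mean luminescence of untreated control wells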
# sEH activator – activators of human soluble epoxide hydrolase; purified human sEH enzymatic activity, activator screen; activation, % at 2 µM; hit rate 0.04% among 91,000; in the data active = activation above about 37%; also: values of inactives mirror those of a sister screen read the other way
# Target sequence (P34913 whole entry, looked up): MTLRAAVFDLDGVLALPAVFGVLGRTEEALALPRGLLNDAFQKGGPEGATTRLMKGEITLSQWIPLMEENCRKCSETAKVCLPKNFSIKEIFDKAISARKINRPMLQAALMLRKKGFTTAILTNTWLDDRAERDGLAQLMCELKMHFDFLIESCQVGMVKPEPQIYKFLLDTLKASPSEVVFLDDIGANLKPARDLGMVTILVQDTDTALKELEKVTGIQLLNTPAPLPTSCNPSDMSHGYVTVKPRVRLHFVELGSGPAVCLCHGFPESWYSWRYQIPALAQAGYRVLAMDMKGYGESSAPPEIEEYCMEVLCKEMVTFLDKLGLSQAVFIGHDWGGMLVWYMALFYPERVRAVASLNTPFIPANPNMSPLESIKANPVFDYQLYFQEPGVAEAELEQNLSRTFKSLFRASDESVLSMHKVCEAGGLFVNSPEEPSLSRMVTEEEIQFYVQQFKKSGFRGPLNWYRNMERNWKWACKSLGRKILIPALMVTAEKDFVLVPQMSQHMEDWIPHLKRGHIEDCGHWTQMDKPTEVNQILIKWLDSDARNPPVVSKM
# LYP act – activators of human LYP (PTPN22) phosphatase | hit rate 0.11% among 96,000 | activation, % at 2 µM | recombinant LYP, DiFMUP fluorescence; 0 = plate median, 100 = signal doubled;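 active = activation at 2 µM above a set limit, the mean plus 5 SD, cut at about 37% in these data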
# PostGolgi ctrl – yeast control strain growth, post-Golgi counter-screen; efflux-deficient yeast background strain, growth absorbance A615, 16 h; inhibition, % at 10 µM; hit rate 5% among 98,000; in the data active = inhibition above about 30%
# HUVEC inhibit – human endothelial cell proliferation inhibition; HUVEC proliferation, CellTiter-Glo luminescence, 72 h; hits give low values; hit rate 1.1% among 86,000; viability, % at 10 µM (by protocol);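 active = viability at or below 30%; inactive = viability above 30%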;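 also: 100% = median luminescence of DMSO-only cell control wells on each plate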
# sEH inh – soluble epoxide hydrolase (human) inhibition; P34913; recombinant human sEH enzymatic activity assay; inhibition, % at 2 µM; hit rate 0.34% among 91,000; AID 707; in the data active = inhibition above about 80%; also: values of inactives mirror those of a sister screen read the other way; many of its hits are not listed in these tables
# S1P2 antag – blocks the human S1P2 receptor; O95136; cell-based S1P2 antagonist assay, inhibition at 5 uM; inhibition, % at 5 µM; hit rate 0.21% among 97,000; AID 736; in the data active = inhibition above about 45%;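 also: CRE beta-lactamase reporter cells expressing human S1P2 stimulated with S1P; 0% = agonist at EC80 alone and 100% = agonist plus reference antagonist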
# * marks the source's active call; other numbers are inactive results; x = not tested or not shown. The list is partial; the hit share may differ from the screen's.
# The line under a structure holds: Lung fibro prol, S1P2 agonist, H69AR inhibit, sEH activator, LYP act, PostGolgi ctrl, HUVEC inhibit, sEH inh, S1P2 antag
CCN(CC)C(=O)CSc1nnc(-c2cccs2)n1Cc1ccco1
 : 98, -4, 92, -4, 13, -2, 105, 3, 4
CC(=O)OCCCN1c2ccccc2Nc2nnc(-c3ccccc3)cc21
 : 88, -4, 39*, -6, 1, 11, 67, 8, -3
O=C(CSc1nnc(CNC(=O)c2ccco2)o1)NC1CCCC1
 : 100, -2, 93, -11, -2, -4, 106, 9, 2
COC(=O)CC(=O)CSc1nc2c(cc1C#N)CCCCC2
 : 101, 2, 81, 5, -2, 10, 82, -4, 6
O=S(=O)(Cc1ccccc1)N1CCc2ccccc2C1
 : 107, -3, 97, 0, 6, 6, 105, 2, 3
Cc1ccc2[nH]c(=O)c(C(c3nnnn3CCc3ccccc3)N3CCOCC3)cc2c1 (configuration not stated)
 : 96, -6, 91, -10, -5, 9, 100, 10, 13
COc1ccc(C(=O)N/C(=C\c2cccc3ccccc23)C(=O)NCCc2c[nH]c3ccccc23)cc1OC
 : x, -12, x, 6, -5, -3, x, 0, 16
O=C(CN1CC(=O)Oc2ccccc21)OCC(=O)c1ccc(Br)cc1
 : 83, -7, 58, -15, 5, x, 79, 16, -24
O=C(c1ccco1)c1cn(CC(=O)N2CCCc3ccccc32)c2ccccc12
 : 97, -2, 66, -1, 2, 8, 80, 3, 8
Cc1ccc(C(=O)Nc2nnc(-c3cccs3)s2)cc1C
 : 90, -4, 69, -28, 3, 17, 96, 28, 0
CC(=N\Nc1ccc(Cl)cc1)/C(=N/O)C(=O)Nc1ccccc1
 : x, -3, x, 4, 9, 16, x, -5, 11
C1=C(C(c2nnnn2C2CCCCC2)N2CCCCC2)COc2ccccc21 (configuration not stated)
 : 94, -3, 96, -36, -12, 10, 60, 34, 8
Cc1ccccc1-n1ncc2c(SCC(=O)NCc3cccs3)ncnc21
 : 79, -2, 28*, -4, -1, 10, 66, 4, -4
CCc1ccc(C(=O)CSc2nnc(C)c(=O)[nH]2)cc1
 : x, -1, x, 0, -3, 22, x, 0, -18
Cc1cc2oc(C(=O)N(Cc3ccccc3)C3CCS(=O)(=O)C3)cc(=O)c2cc1Cl (configuration not stated)
 : 95, 1, 50, 1, 8, 5, 97, 0, -17
O=C(NC1CC2CCCC(C1)N2S(=O)(=O)c1ccccc1)C1CCCCC1 (configuration not stated)
 : 110, -5, 101, -34, 15, -4, 105, 33, 22
Fc1ccccc1N1CCN(C(c2ccncc2)c2nnnn2C2CCCC2)CC1 (configuration not stated)
 : 102, x, 81, x, x, 18, 99, x, x
Cc1ccnc(SCC(=O)N2CCC(C(N)=O)CC2)n1
 : 107, -3, 99, 4, 19, 4, 105, -6, -8
FC(F)(F)c1cccc(CN2CCCCCC2)c1
 : 95, x, 94, x, x, 6, 95, x, x
COc1ccc(C(=O)Nc2sc3c(c2C(=O)NCc2ccco2)CCCC3)cc1OC
 : 86, 10, 36*, 19, -8, 14, 67, -19, -3
Cc1ccc(S(=O)(=O)N2CCN(Cc3cc(C(C)C)ccc3O)CC2)cc1
 : 108, -6, 73, -2, 2, 18, 106, 2, 1
CCCCn1c(SC(C)C(=O)c2ccc(OC)cc2)nc2cc(S(N)(=O)=O)ccc21 (configuration not stated)
 : 98, -7, 33*, 9, -16, 1, 102, -9, -18
N#Cc1c(OCC(=O)c2ccccc2)nc2c(c1-c1ccco1)CCc1ccccc1-2
 : 78, -7, 51, 5, -14, x, 91, 0, 3
FC(F)(F)c1ccc(/C=N/N2CCN(Cc3cccc4ccccc34)CC2)cc1
 : x, -6, x, -5, -8, -7, x, 7, 7
O=C(COc1ccc(S(=O)(=O)NC2CCCCC2)cc1Cl)NCc1cccnc1
 : 97, 1, 88, -1, -4, -5, 90, 1, -18
CCOC(=O)N1CCC(NC(=O)C2CCCN(S(=O)(=O)c3cccnc3)C2)CC1 (configuration not stated)
 : 104, x, 93, x, x, 4, 98, x, x
O=C(CN1C(=O)COCC1=O)N1CCOCC1
 : x, -3, x, -5, 7, 0, x, 3, 9
CCOC(=O)c1ccc(S(=O)(=O)Nc2cc(C(C)(C)C)no2)cc1
 : 95, -3, 84, 7, 9, 5, 92, -9, 4
CN1CCN(C(=O)c2cnn3c(C(F)(F)F)cc(-c4ccc5c(c4)OCO5)nc23)CC1
 : 96, -5, 79, -24, 0, 8, 90, 24, -17
Cc1c(NC(=O)CSc2ncn[nH]2)c(=O)n(-c2ccccc2)n1C
 : 96, -3, 86, -3, -4, x, 100, 4, 2
Cc1nc(NC(=S)NC(=O)c2cccs2)sc1C(=O)N(C)C
 : x, -1, x, 5, -7, 4, x, -3, 5
COc1ccc(C2CC(=O)c3cnc(NC(=O)c4cc(OC)cc(OC)c4)nc3C2)cc1 (configuration not stated)
 : x, -8, 79, 0, 3, 9, 98, -2, 4
Cc1ccccc1OCCCC(=O)Nc1ccccc1C(F)(F)F
 : x, -7, x, -1, -7, 4, x, 2, 14
COc1ccc(-c2noc(CN(C(=O)c3c(-c4ccccc4Cl)noc3C)C(C)C)n2)cc1
 : 98, -4, 86, -6, -3, 19, 113, 8, 6
O=[N+]([O-])c1cc(-c2cnc3ccccc3n2)ccc1Oc1ccc(F)cc1
 : x, -4, x, -3, 3, 15, x, 3, 0
O=C(CSc1cn(CCNC(=O)c2cccs2)c2ccccc12)NCC1CCCO1 (configuration not stated)
 : 96, x, 73, x, x, 18, 106, x, x
O=C(CCC1COc2ccccc2O1)NC1CCCCC1 (configuration not stated)
 : 101, -6, 101, -55, -8, 12, 103, 56, -15
Cc1nc(S(=O)(=O)c2cccc(Cl)c2)nc2c1CCC2
 : x, -4, x, 12, -9, 25, x, -9, 22
CC1CCN(C(=O)CCc2nc3cc(S(=O)(=O)N(C)C)ccc3n2C)CC1
 : 99, -3, 88, 6, -6, 2, 111, -8, -6
COc1cc(C(=O)OCCN2CCOCC2)ccc1O
 : 98, -9, 99, x, 1, 1, 93, x, 16

# Some of these compounds in order of the S1P2 agonist value, falling.
Structure | S1P2 agonist | sEH activator | LYP act | sEH inh | S1P2 antag
O=C(CSc1nnc(CNC(=O)c2ccco2)o1)NC1CCCC1 | -2 | -11 | -2 | 9 | 2
O=[N+]([O-])c1cc(-c2cnc3ccccc3n2)ccc1Oc1ccc(F)cc1 | -4 | -3 | 3 | 3 | 0
COc1ccc(C(=O)N/C(=C\c2cccc3ccccc23)C(=O)NCCc2c[nH]c3ccccc23)cc1OC | -12 | 6 | -5 | 0 | 16

# Carrying on:
# The line under a structure holds: Lung fibro prol, S1P2 agonist, H69AR inhibit, sEH activator, LYP act, PostGolgi ctrl, HUVEC inhibit, sEH inh, S1P2 antag
O=C(Cn1c(=S)nc2ccccn21)N1CCc2ccccc2C1
 : 112, -4, 72, -2, -2, 7, 90, 7, 5
Clc1ccccc1OCc1nc(-c2ccncc2)no1
 : 115, -5, 102, 1, -1, 11, 113, 4, -4
COc1cccc(NC(=O)Cc2c(O)c3ccccc3[nH]c2=O)c1
 : 99, x, 111, x, x, 5, 96, x, x
Cc1ccc(CCNC(=O)C2CCCN(S(=O)(=O)c3c(C)noc3C)C2)cc1 (configuration not stated)
 : 115, -4, 87, -34, -11, -5, 110, 36, -5
CSc1ccccc1NC(=O)c1ccoc1C
 : 108, 2, 96, 12, -1, 12, 97, -16, -13
CCCc1cc(=O)n2[nH]c(C)cc2n1
 : 98, -6, 92, 1, -4, 0, 98, -2, 4
COc1cccc2cc(C(=O)OC3CCN(C)CC3)c(=O)oc12
 : 98, x, 88, x, x, 12, 102, x, x
COC(=O)CNc1nc(C2CC2)nc2c1nnn2Cc1ccccc1Cl
 : 96, 4, 95, 10, 1, 11, 99, -9, -5
O=C(CNC(=O)c1ccco1)OCN1C(=O)c2ccccc2C1=O
 : 108, -10, 82, 0, 6, 3, 102, 4, -2
CCn1c(-c2ccc(C(C)(C)C)cc2)n[nH]c1=S
 : 93, -5, x, -5, 8, 2, 88, 3, -24
CCn1c(=O)cc(OCC(=O)N2CCCCCC2)c2ccccc21
 : 96, -3, 78, -3, 1, 0, 98, 5, -9
CC(C)(C)C(=O)C(Cc1ccccc1Cl)n1cncn1 (configuration not stated)
 : 91, -4, 100, 17, 0, 94*, 98, -20, 4
NC(=O)c1ccc(-n2nnnc2SCc2ccc(F)cc2)cc1
 : 106, -4, 98, x, -5, 30, 94, x, 37
COc1cc2c(cc1NC(=O)Nc1cccc(C)c1)oc1ccccc12
 : x, -3, x, -9, -10, 0, x, 12, 0
Cc1nc(N2CCC(C)CC2)c2c(C)c(C(=O)O)sc2n1
 : 101, -3, 70, 15, -2, 0, 102, -14, 23
Cc1ccc(/C=C2\SC(=S)N(CCCC(=O)Nc3ccccn3)C2=O)cc1
 : x, -4, x, -7, -3, 8, x, 8, 21
Cc1cc(C)nc(SCc2nnc(SCC(=O)NCc3ccco3)n2-c2ccccc2)n1
 : 102, -3, 76, -44, -6, 16, 101, 44, 2
O=C(CCCc1ccccc1)N1CCN(c2ccc([N+](=O)[O-])cc2)CC1
 : x, -4, x, -4, -5, -1, x, 8, -7
CC1CCCCN1C(=O)c1cc2nc(-c3ccccc3)cc(-c3ccccc3)n2n1 (configuration not stated)
 : 105, 7, 53, -5, -12, x, 68, 5, -37
CC(C)C[C@H](NC(=O)OC(C)(C)C)C(=O)N1CCC(C(=O)O)CC1
 : 104, -6, 105, -2, 7, 20, 109, 6, 7
CC(NC(=O)COC(=O)CCNC(=O)c1ccco1)C12CC3CC(CC(C3)C1)C2 (configuration not stated)
 : 94, -2, 94, x, 0, 7, 82, x, 7
CC(C)(C)C1CCC(OCC(O)CN2CCN(c3ccccc3)CC2)CC1 (configuration not stated)
 : 107, -9, 100, -7, 0, 96*, 74, 6, -9
O=C(O)CCn1ccnc1-c1ccccc1
 : 102, -2, 106, 12, 17, 0, 108, -12, 11
O=C(Nc1cccc(Cl)c1)N1CCN2C(=O)c3ccccc3C12c1ccccc1 (configuration not stated)
 : 82, -7, 85, x, 0, 4, 82, x, 12
CC1CCC(C(C)C)C(OC(=O)C[n+]2cccc(C(N)=O)c2)C1 (configuration not stated)
 : x, 1, x, -10, -10, 3, x, 13, 14
Cc1ccc(NC(=O)CCSc2nc(C)cc(C)n2)cc1
 : x, -2, x, -9, -4, 6, x, 11, 0

# Grouped by structure, those above with a Cl atom.
# The line under a structure holds: Lung fibro prol, S1P2 agonist, H69AR inhibit, sEH activator, LYP act, PostGolgi ctrl, HUVEC inhibit, sEH inh, S1P2 antag
CC(=N\Nc1ccc(Cl)cc1)/C(=N/O)C(=O)Nc1ccccc1
 : x, -3, x, 4, 9, 16, x, -5, 11
Cc1cc2oc(C(=O)N(Cc3ccccc3)C3CCS(=O)(=O)C3)cc(=O)c2cc1Cl (configuration not stated)
 : 95, 1, 50, 1, 8, 5, 97, 0, -17
O=C(COc1ccc(S(=O)(=O)NC2CCCCC2)cc1Cl)NCc1cccnc1
 : 97, 1, 88, -1, -4, -5, 90, 1, -18
COc1ccc(-c2noc(CN(C(=O)c3c(-c4ccccc4Cl)noc3C)C(C)C)n2)cc1
 : 98, -4, 86, -6, -3, 19, 113, 8, 6
Cc1nc(S(=O)(=O)c2cccc(Cl)c2)nc2c1CCC2
 : x, -4, x, 12, -9, 25, x, -9, 22
Clc1ccccc1OCc1nc(-c2ccncc2)no1
 : 115, -5, 102, 1, -1, 11, 113, 4, -4
COC(=O)CNc1nc(C2CC2)nc2c1nnn2Cc1ccccc1Cl
 : 96, 4, 95, 10, 1, 11, 99, -9, -5
CC(C)(C)C(=O)C(Cc1ccccc1Cl)n1cncn1 (configuration not stated)
 : 91, -4, 100, 17, 0, 94*, 98, -20, 4
O=C(Nc1cccc(Cl)c1)N1CCN2C(=O)c3ccccc3C12c1ccccc1 (configuration not stated)
 : 82, -7, 85, x, 0, 4, 82, x, 12
